Screening data as filed in PubChem.
NALP1 inh – blocks the NALP1 inflammasome reconstituted in yeast; 280,000 compounds, 0.61% hits; AID 2071; S. cerevisiae NALP1/ASC/caspase-1 growth, X-gal OD620, 72 h; inhibition, % at 10 µM; in the data active = inhibition mostly above about 24%, no sharp cut-off; inactive = mostly below about 32%; also: some compounds called inactive have numbers as strong as hits
FID counter – counter-screen for HCV NS3 helicase inhibitors: DNA intercalator displacement | inhibition, % at 7.9 µM | AID 1845 | DNA fluorescent intercalator displacement, fluorescence | 290,000 compounds, 0.17% hits; in the data active = inhibition above about 37%;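 also: 0% = vehicle and 100% = reference compound; higher means more ethidium bromide displaced from hairpin DNA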
OXTR agonist – activates the human oxytocin receptor; P30559; CHO-OTR cells, Fluo-8 calcium fluorescence; normalized: DMSO 0%, oxytocin 100%; activation, % at 3 µM; 320,000 compounds, 0.32% hits; AID 2435;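 active = activation above the mean of all tested compounds plus 3 SD, cutoff set per screening run, cut at about 20% in these data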;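 also: peak over basal fluorescence ratio from a 100 s FLIPR kinetic read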
Target sequence (P30559 whole entry, looked up): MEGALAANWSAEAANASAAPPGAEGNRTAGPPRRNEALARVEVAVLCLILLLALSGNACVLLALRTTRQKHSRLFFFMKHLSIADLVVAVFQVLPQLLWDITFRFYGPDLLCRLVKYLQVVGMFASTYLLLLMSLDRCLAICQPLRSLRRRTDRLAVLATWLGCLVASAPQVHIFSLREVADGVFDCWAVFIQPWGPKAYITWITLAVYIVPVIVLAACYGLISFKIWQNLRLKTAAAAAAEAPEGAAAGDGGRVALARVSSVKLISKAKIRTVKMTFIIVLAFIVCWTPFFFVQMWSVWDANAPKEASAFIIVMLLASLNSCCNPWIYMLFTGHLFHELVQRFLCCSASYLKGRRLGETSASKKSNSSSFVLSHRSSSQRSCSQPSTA
MEKK2 mut-MEK5 – signal of MEK5 binding to mutant human MEKK2 PB1 domain; bead flow cytometry, Alexa488-MEK5 binding to MEKK2 mutant; percent response, % at 10 µM; 290,000 compounds, 0.35% hits; AID 1530; in the data active = percent response above about 24%, passing the limit was not always enough; also: inactives centre near 1; some results filed as inactive read as strong as hits; reference of the scale not given here
M18AAP inhibitor – blocks P. falciparum M18 aspartyl aminopeptidase; inhibition, % at 7.35 µM; 290,000 compounds, 1.2% hits; recombinant PfM18AAP, H-Glu-NHMec fluorogenic cleavage;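 active = inhibition above the campaign mean inhibition over all tested compounds plus 3 SD, cut at about 28% in these data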;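 also: 0% = plate median of test compound wells and 100% = 2 mM ZnCl2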
PHOSPHO1 block – inhibitors of human PHOSPHO1 phosphatase; recombinant PHOSPHO1, absorbance phosphatase assay; inhibition, % at 13.3 µM; Q8TCT1; 290,000 compounds, 1.1% hits; AID 1565; in the data active = inhibition above about 60%
GPR7 antag – blocks human GPR7 receptor signaling | GPR7-expressing cells, fluorescence antagonist assay | inhibition, % at 4.4 µM | 290,000 compounds, 1.1% hits | AID 1861; in the data active = inhibition above about 16%, passing the limit was not always enough;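 also: cells stimulated with the agonist NPW; 0% = agonist with vehicle and 100% = vehicle without agonist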
MEKK2wt PB1 HTS – raises or lowers MEK5 binding to wildtype human MEKK2 PB1 domain. bead flow cytometry, Alexa488-MEK5 binding to MEKK2 WT; actives lie on both sides. binding response (% of control), % at 10 µM. 290,000 compounds, 1.1% hits; in the data active = binding response below about 67% or above about 130%
MEKK3 PB1 HTS – MEKK3-MEK5 PB1 interaction, increase or decrease; binding response (% of control), % at 10 µM; bead-based flow cytometry, Alexa488-MEK5 binding to MEKK3; actives lie on both sides; 0 = blocked by unlabeled MEK5, 100 = vehicle; Q99759; 290,000 compounds, 1.4% hits;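 active = binding response more than 3 SD above or below the average of its plate-row segment, actives on both sides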;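 also: Alexa488 bead fluorescence after subtracting the streptavidin-only scavenger bead signal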
Target sequence (Q99759 whole entry, looked up): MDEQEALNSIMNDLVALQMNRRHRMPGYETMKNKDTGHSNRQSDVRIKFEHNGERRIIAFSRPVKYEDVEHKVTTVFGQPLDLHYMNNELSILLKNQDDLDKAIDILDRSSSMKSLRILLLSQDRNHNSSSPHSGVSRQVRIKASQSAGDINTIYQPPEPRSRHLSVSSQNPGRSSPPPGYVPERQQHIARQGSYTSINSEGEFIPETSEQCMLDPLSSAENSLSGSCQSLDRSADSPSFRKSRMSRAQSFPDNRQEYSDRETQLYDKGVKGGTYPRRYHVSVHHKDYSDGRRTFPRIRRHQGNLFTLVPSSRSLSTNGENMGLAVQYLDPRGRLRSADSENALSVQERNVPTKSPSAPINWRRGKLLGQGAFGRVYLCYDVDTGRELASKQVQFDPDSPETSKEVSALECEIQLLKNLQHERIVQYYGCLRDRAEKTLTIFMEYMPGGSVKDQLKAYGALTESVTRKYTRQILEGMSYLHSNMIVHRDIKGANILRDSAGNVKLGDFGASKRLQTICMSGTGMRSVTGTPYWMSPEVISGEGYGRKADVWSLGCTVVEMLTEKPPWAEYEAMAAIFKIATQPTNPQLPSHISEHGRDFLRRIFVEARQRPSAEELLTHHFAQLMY
* = called active by the depositor; / = not tested or not shown; [ ] = remark or other dose.

SMILES | NALP1 inh | FID counter | OXTR agonist | MEKK2 mut-MEK5 | M18AAP inhibitor | PHOSPHO1 block | GPR7 antag | MEKK2wt PB1 HTS | MEKK3 PB1 HTS
CCOc1ccccc1CN1CCN(Cc2ccc3cc(F)ccc3n2)CC1CCO (stereo unspecified) | -14 | -1 | / | 13 | 3 | / | -13 | 114 | 112
CN(C)S(=O)(=O)c1cccc(NC(=O)COC(=O)CNC(=O)c2ccccc2F)c1 | 10 | -6 | 0.1 | 5 | -18 | 6 | -6 | 96 | 101
Cn1c(CCN2CCCCC2)nc2cc(NC(=O)COc3ccc([N+](=O)[O-])cc3)ccc21 | 18 | 16 | 0.1 | 3 | -3 | 34 | -13 | 108 | 97
O=C(NCc1cccnc1)c1cccc2c1C(=O)N(C1CCCCC1)C2 | 3 | -24 | -1.9 | / | 1 | -16 | -15 | / | /
Nc1nc(-c2cccs2)cs1 | 14 | 3 | -0.1 | / | 15 | -65 | -7 | / | /
CC(=O)c1ccc(N2CCN(S(=O)(=O)c3cc4[nH]c(=O)c(=O)[nH]c4cc3C)CC2)cc1 | 18 | -30 | -0.4 | -1 | -10 | 12 | -6 | 101 | 101
Cc1ccc(NC(=O)C(SCC(=O)O)c2ccccc2)cc1C (stereo unspecified) | 32 | -11 | 0.2 | 4 | -1 | -10 | -4 | 106 | 113
Cc1ncc([N+](=O)[O-])n1CC(=O)NCCc1ccccc1 | -2 | -1 | 0.0 | 12 | 6 | -12 | -12 | 108 | 105
CCc1sc(N(C(=O)Cc2ccccc2)c2ccc(F)cc2)nc1-c1ccccc1 | -12 | -6 | 0.2 | 10 | 4 | 16 | -10 | 98 | 103
Cc1ccc(CNC(=O)COc2ccc3c(c2)CCC3)cc1 | 17 | -18 | -2.4 | -1 | -1 | -2 | -2 | 95 | 94
Cc1ccc(CN2CCSc3ccc(C(=O)NCc4ccco4)cc32)cc1 | 6 | -28 | -1.5 | -15 | 4 | -18 | 7 | 58*[inhibitor] | 56*[inhibitor]
O=C(NC1CCS(=O)(=O)C1)c1cc(-c2ccccc2)nc2ccccc12 (stereo unspecified) | 4 | -2 | -0.4 | -3 | 0 | -16 | -9 | 100 | 101
CN1CCN(CCCNC(=O)c2cn(C3CCCCC3)c(=O)c3c2c2ccccc2n3C)CC1 | 27 | 16 | -1.2 | 1 | -1 | 5 | -11 | 105 | 100
O=C(Nc1ccc2c(c1)OCO2)NC1(C(F)(F)F)Oc2ccccc2O1 | 5 | -1 | -0.3 | -11 | 57* | 33 | 8 | 92 | 92
Cc1nn(-c2ccccc2)c(C)c1Cc1ccc(O)cc1 | 10 | -25 | 10 | 4 | 2 | -12 | 4 | 101 | 100
COC(=O)CS(=O)(=O)c1ccc2c(c1)CC(=O)N2 | 32 | 1 | 0.6 | 3 | -9 | 10 | 1 | 102 | 100
COC(=O)c1cc(Cn2nc(C(=O)O)c3ccccc3c2=O)oc1C | 15 | -11 | 0.9 | -8 | -8 | 16 | 11 | 98 | 99
COc1ccccc1CNC(=O)c1ccc(Br)o1 | 12 | -4 | -0.8 | -1 | -11 | -1 | 1 | 100 | 94
COC(=O)C1=C(C)NC(=O)/C1=C\c1cccs1 | 0 | 3 | -1.1 | 14 | -5 | 5 | -6 | 105 | 104
COCCCNC(=S)N1CCN(C)CC1 | / | -3 | 2.8 | -21 | -14 | 39 | 5 | 84 | 85

5 entries already listed, ordered by number of heavy atoms, smallest number first.
SMILES | NALP1 inh | FID counter | OXTR agonist | MEKK2 mut-MEK5 | M18AAP inhibitor | PHOSPHO1 block | GPR7 antag | MEKK2wt PB1 HTS | MEKK3 PB1 HTS
COC(=O)C1=C(C)NC(=O)/C1=C\c1cccs1 | 0 | 3 | -1.1 | 14 | -5 | 5 | -6 | 105 | 104
O=C(NCc1cccnc1)c1cccc2c1C(=O)N(C1CCCCC1)C2 | 3 | -24 | -1.9 | / | 1 | -16 | -15 | / | /
CCc1sc(N(C(=O)Cc2ccccc2)c2ccc(F)cc2)nc1-c1ccccc1 | -12 | -6 | 0.2 | 10 | 4 | 16 | -10 | 98 | 103
CC(=O)c1ccc(N2CCN(S(=O)(=O)c3cc4[nH]c(=O)c(=O)[nH]c4cc3C)CC2)cc1 | 18 | -30 | -0.4 | -1 | -10 | 12 | -6 | 101 | 101
Cn1c(CCN2CCCCC2)nc2cc(NC(=O)COc3ccc([N+](=O)[O-])cc3)ccc21 | 18 | 16 | 0.1 | 3 | -3 | 34 | -13 | 108 | 97

Further results.
SMILES | NALP1 inh | FID counter | OXTR agonist | MEKK2 mut-MEK5 | M18AAP inhibitor | PHOSPHO1 block | GPR7 antag | MEKK2wt PB1 HTS | MEKK3 PB1 HTS
Cc1ccc(NC(=O)CSc2nnc(-c3ccncc3)n2N)cc1C | 17 | -4 | 1.0 | -2 | 15 | 37 | -10 | 96 | 93
O=C(CN1CCCCCCC1)N/N=C/c1ccccc1F | 22 | 0 | -0.2 | 3 | 3 | -2 | 4 | 105 | 106
Cc1ccc(N2C(SCC(=O)O)=NC(=Nc3cccc(C)c3)C23CCCC3)cc1 | 1 | -2 | -0.7 | -3 | 2 | 18 | -18 | 99 | 106
CC(C)OC(=O)Cn1nnc2c(cnn2-c2ccccc2)c1=O | 8 | -10 | -2.2 | 6 | 5 | -8 | 11 | 99 | 97
O=C(NCCc1ccccc1)C1CCN(S(=O)(=O)N2CCCC2)CC1 | 8 | -14 | 2.5 | -7 | 1 | 25 | -14 | 89 | 89
COc1ccc(C(=O)NC2CCCc3c2cnn3-c2cccc(C)c2C)o1 (stereo unspecified) | 3 | -49 | 6.0 | 0 | 5 | 64* | -13 | 97 | 99
CCN(CC)CCCN(C(=O)c1ccccc1F)c1nc(-c2ccc(OC)cc2)cs1 | -10 | 19 | 3.6 | 21 | -2 | / | 1 | 156* | 104
CSc1ccccc1OCc1cc(C(=O)N(C)Cc2cc(C)[nH]n2)no1 | 6 | -38 | -0.5 | -2 | 2 | -2 | 0 | 96 | 98
COc1ccccc1/C=C/C(=O)NCC(=O)N/N=C/c1ccccc1[N+](=O)[O-] | 4 | -11 | 1.0 | -5 | -5 | -8 | -5 | 94 | 97
CCOc1cc2sc(N3CCC(C(=O)NCCCN4CCCC4=O)CC3)nc2cc1Br | -10 | -68 | 5.5 | 3 | 1 | -11 | -4 | 107 | 107
O=[N+]([O-])c1ccc(/C=N/n2cnc3ccccc32)s1 | 54* | 6 | 3.1 | -1 | 0 | 12 | -10 | 97 | 102
CCOc1cc2c(cc1OCC)C(c1ccccc1)N(c1ccc(C(=O)O)cc1)C(=O)C2 (stereo unspecified) | / | -39 | 0.4 | -9 | -2 | 33 | -2 | 79 | 80
C/C(=N\NC(=O)CSc1nc(C)[nH]c1[N+](=O)[O-])c1ccc(F)cc1 | 27 | 3 | -0.3 | -34 | -12 | 36 | 4 | 57 | 57
CCN1/C(=C/c2cc[n+](CCCS(=O)(=O)[O-])c3ccccc23)Sc2ccccc21 | -2 | -11 | 0.7 | -2 | 33* | -2 | -4 | 92 | 103
CCOc1cccc(CN2CCCC(N3CCc4cc(OC)c(OC)cc4C3)C2)c1O (stereo unspecified) | 9 | 6 | -1.1 | 3 | 17 | 56 | -4 | 113 | 106
COc1ccccc1OCCOc1ccccc1/C=N/n1cnnc1 | 2 | -16 | 0.1 | / | -4 | -8 | -4 | / | /
CCCCCCCCCCCCOC1OC(CO)C(O)C(O)C1NC(C)=O (stereo unspecified) | 17 | -8 | -0.1 | -8 | 2 | 6 | 4 | 81 | 82
COc1cccc(-c2csc(N3CCN(C(=S)Nc4ccccc4)CC3)n2)c1 | 8 | 1 | 1.8 | -11 | -15 | 18 | 6 | 91 | 90
CC(C)[C@H](NC(=O)C1CCN(S(=O)(=O)c2ccc(F)cc2)CC1)C(=O)NCc1ccco1 | 16 | -31 | -0.3 | 0 | -10 | -22 | -12 | 99 | 100
O=C(c1cc2ccccc2cc1O)N1CCCC1 | 1 | -8 | 1.0 | 8 | 5 | 2 | -14 | 112 | 105
N#Cc1cnc(SCC(=O)Nc2ccccc2C(F)(F)F)nc1N | -6 | 0 | 0.7 | 6 | -10 | -29 | -3 | 99 | 108
O=C(CNC(=O)c1cccs1)OCC(=O)c1ccc2ccccc2c1 | -4 | -12 | 0.1 | -10 | 0 | 48 | 1 | 86 | 93
COc1ccc(NC(=O)Nc2c(C)n(C)n(-c3ccccc3)c2=O)c(OC)c1 | 7 | -7 | -0.5 | 5 | -2 | 17 | -15 | 108 | 101
CC(/C=C/c1ccccc1)=N/NC(=O)c1cc([N+](=O)[O-])cc([N+](=O)[O-])c1 | 8 | 0 | 0.1 | 3 | 1 | 2 | -5 | 100 | 97
CCOC(=O)Cn1c(=O)oc2cc(S(=O)(=O)N3CCn4c3nc3ccccc34)ccc21 | 27 | -3 | -0.1 | 13 | 5 | 6 | -3 | 114 | 112
CCC(C)(C)NC(=O)C(c1cccc(OC)c1OC)N(Cc1ccccc1)C(=O)CCC(=O)Nc1cc(C)on1 (stereo unspecified) | -1 | -53 | -0.2 | 6 | 6 | -2 | -5 | 98 | 100
CCOC(=O)c1c(N2CCCCC2)c2ccccc2[nH]c1=O | 24 | -23 | -2.0 | 8 | 0 | 31 | -9 | 103 | 107
Cc1csc(NC(=O)c2cc3c(s2)-c2ccccc2OC3)n1 | 20 | 3 | -0.9 | -1 | 10 | 2 | -7 | 103 | 99
O=C(NCCO)C(=O)Nc1cc2c3c(c1)CC(=O)N3CCC2 | 18 | -3 | 0.6 | 9 | 8 | 13 | -3 | 101 | 100
COc1ccc(N2C(=O)C3CCCN3C2c2cccc(Br)c2)cc1 (stereo unspecified) | 10 | -8 | -1.2 | -2 | 1 | -17 | 2 | 95 | 91
COC(=O)CNC(=O)c1nn(-c2cccc(OC)c2)c(=O)c2ccccc12 | 2 | -4 | -1.0 | 11 | 3 | -1 | -5 | 96 | 102
Cc1cc2nc(C)c3c(n2n1)CCC3 | -6 | 0 | 0.0 | -2 | 4 | 24 | -14 | 98 | 100
Cc1cc(=O)cc(C)n1-c1ccc(Br)cc1 | 4 | -5 | 0.1 | 4 | 1 | -27 | -7 | 101 | 100
COCCN1CC(=O)N(c2cccc(C)c2C)C(c2ccc(Cl)cc2)C1=O (stereo unspecified) | -4 | -21 | -0.5 | 0 | -4 | 1 | 6 | 103 | 99
O=C(CNC(=O)c1ccc(=O)[nH]c1)Nc1ccc(F)c(F)c1 | 4 | -3 | 0.2 | 5 | -3 | 16 | -4 | 105 | 100
CCCCN(C)CCNC(=O)c1c[nH]c2ccc(S(=O)(=O)N(CC)CC)cc2c1=O | 21 | 10 | 1.2 | / | 3 | 31 | -17 | / | /
CCCNC(=O)CN1C(=O)NC(c2ccccc2)(c2ccccc2)C1=O | 17 | -10 | 1.5 | 0 | -3 | 28 | 0 | 102 | 101
CCOc1ccccc1CN1CCNC(=O)C1CC(=O)N(C)Cc1nonc1C (stereo unspecified) | 9 | -17 | / | 2 | 0 | 22 | -19 | 104 | 100
O=C(NCc1ccco1)c1nc(-c2ccc(F)cc2)no1 | 19 | -6 | 0.1 | 5 | 1 | 23 | 4 | 107 | 103
c1ccc2c(c1)nnn2-c1ncnc2sc3c(c12)CCCC3 | 17 | -3 | -1.6 | -11 | -2 | -4 | -4 | 79 | 89
Cc1cccc(NS(=O)(=O)c2ccccc2)n1 | 3 | 1 | 0.2 | -4 | 1 | -7 | -8 | 99 | 100
CSc1nncn1/N=C/c1ccc2c(c1)OCO2 | 7 | -9 | -0.6 | 0 | 2 | -8 | -9 | 96 | 100
Cc1ccc(-n2c(C)cc3c2CCCC3=O)cc1 | 27 | -9 | -1.4 | 3 | 2 | -3 | -10 | 100 | 100
O=C(Nc1ccc(Cl)cc1C(=O)NCCN1CCOCC1)c1ccco1 | 18 | -1 | -0.7 | 5 | 2 | -18 | -3 | 101 | 105
CCOC(=O)c1cc(C#N)c(N2CCN(c3ccc(OC)cc3)CC2)[nH]c1=O | 0 | -7 | -0.2 | -2 | 1 | 28 | 5 | 98 | 97
